Assay outcomes as filed in PubChem.
PERK inhibitor – block of dimerizer-induced PERK translation repression, primary screen, PERK inhibitor project, CHO PERK-DD cells, SEAP luminescence, HTS | Eukaryotic translation initiation factor 2-alpha kinase 3 (Homo sapiens), Q9NZJ5 | CHO PERK-DD fusion, SEAP luminescence translation reporter | inhibition, % at 5.6 µM | actives 0.17% (n = 220,000);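 active = inhibition above the mean inhibition of all tested compounds plus 3 SD, set separately per screening campaign, cut at about 2.9% in these data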;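 also: PERK kinase domain activated by AP20187 dimerizer at 100 nM; 0% = DMSO with dimerizer and 100% = rapamycin at 8.4 µM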
eIF4E-4G inh – eIF4E–eIF4G protein interaction inhibitors, primary screen, biochemical, uHTS, TR-FRET, eIF4GI fragment. Eukaryotic translation initiation factor 4E (Mus musculus) + Eukaryotic translation …. TR-FRET eIF4E-eIF4GI(517-606) binding, 2 h. inhibition, % at 21.7 µM. actives 0.37% (n = 220,000). AID 782, 2007;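 active = inhibition above about 30%, limit read from the data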;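 also: 0% = full FRET control wells and 100% = background wells lacking eIF4GI fragment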
NPY2 pot ag – NPY-Y2 potentiators or agonists, primary screen, cell-based | Neuropeptide Y receptor type 2 (Homo sapiens), P49146 | cells expressing NPY-Y2, potentiator/agonist read-out | activation, % at 3.6 µM | actives 0.45% (n = 220,000) | AID 1359, 2008; in the data active = activation above about 27%;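 also: cells stimulated with NPY near EC25 plus isoproterenol at EC100; 0% = vehicle plus submaximal agonist and 100% = vehicle plus saturating agonist; some results beyond the cut were filed as inactive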
Target sequence (P49146 whole entry, looked up): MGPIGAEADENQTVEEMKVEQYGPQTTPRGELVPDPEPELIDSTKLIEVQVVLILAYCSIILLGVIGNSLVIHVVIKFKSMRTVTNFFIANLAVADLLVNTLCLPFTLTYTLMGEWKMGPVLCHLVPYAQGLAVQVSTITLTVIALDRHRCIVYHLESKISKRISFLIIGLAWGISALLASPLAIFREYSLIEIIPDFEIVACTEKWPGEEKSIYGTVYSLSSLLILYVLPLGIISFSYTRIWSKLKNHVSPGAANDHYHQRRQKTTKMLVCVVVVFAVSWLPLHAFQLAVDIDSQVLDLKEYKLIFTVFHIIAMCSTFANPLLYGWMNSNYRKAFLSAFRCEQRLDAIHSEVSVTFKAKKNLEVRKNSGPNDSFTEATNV
S1P4 antagonist – S1P4 receptor antagonists, primary screen, cell-based | Sphingosine 1-phosphate receptor 4 (Homo sapiens), O95977 | S1P4-expressing cells, antagonist mode, reporter read-out | inhibition, % at 4.98 µM | actives 0.26% (n = 220,000) | AID 1510, 2009; in the data active = inhibition above about 29%;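 also: 0% = wells stimulated with agonist and 100% = vehicle wells without agonist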
Wee1 degr inh – Wee1 degradation inhibitors, primary screen, cell-based, HeLa, Wee1K328M-luciferase, luminescence; Wee1-like protein kinase (Homo sapiens), P30291; HeLa Luc-Wee1K328M stability; 100% = proteasome inhibitor MG132 effect; reporter increase, % at 5 µM; actives 1.2% (n = 220,000);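 active = activation above the mean of all tested compounds plus 3 SD, set per screening run, cut at about 8.8% in these data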;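 also: cells exposed to compound for 20 h before luminescence read; 0% = DMSO alone and 100% = MG132 at 30 µM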
Target sequence (P30291 whole entry K328M): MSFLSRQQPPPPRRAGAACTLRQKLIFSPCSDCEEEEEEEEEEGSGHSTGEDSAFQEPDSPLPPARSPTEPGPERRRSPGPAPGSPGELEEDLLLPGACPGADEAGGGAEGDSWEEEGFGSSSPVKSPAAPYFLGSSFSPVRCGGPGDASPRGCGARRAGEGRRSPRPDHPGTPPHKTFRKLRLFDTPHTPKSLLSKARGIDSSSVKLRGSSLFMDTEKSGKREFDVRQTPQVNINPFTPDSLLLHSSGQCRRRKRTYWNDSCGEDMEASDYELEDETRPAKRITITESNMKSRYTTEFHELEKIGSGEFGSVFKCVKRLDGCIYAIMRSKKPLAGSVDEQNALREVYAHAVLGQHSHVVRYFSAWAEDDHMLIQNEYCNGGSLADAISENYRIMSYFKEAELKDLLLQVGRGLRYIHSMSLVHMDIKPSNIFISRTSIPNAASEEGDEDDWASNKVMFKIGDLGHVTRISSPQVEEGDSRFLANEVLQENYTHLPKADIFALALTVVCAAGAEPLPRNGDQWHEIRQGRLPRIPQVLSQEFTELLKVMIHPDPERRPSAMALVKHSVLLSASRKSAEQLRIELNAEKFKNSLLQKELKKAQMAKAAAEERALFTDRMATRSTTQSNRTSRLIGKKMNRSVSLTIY
BaF3 tox – parental Ba/F3 cell viability inhibition, counter-screen for JAK2V617F inhibitor project, murine pro-B, CellTiter-Glo luminescence; CellTiter-Glo ATP luminescence; inhibition, % at 5.6 µM; actives 1.1% (n = 220,000); AID 1486, 2009;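 active = inhibition above a per-campaign cutoff, the mean inhibition of all tested compounds plus 3 SD, cut at about 27% in these data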;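 also: 0% = DMSO wells and 100% = JAK Inhibitor I control wells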
MDM2 E3 inh – MDM2-luciferase reporter signal enhancers, primary screen, MDM2 E3 ligase inhibitor project, cell-based, luminescence, 1536-well | cell-based MDM2 ubiquitination luciferase reporter, 2 h; 0 = plate control, 100 = twice control, blank-subtracted | signal enhancement, % at 5 µM | actives 0.11% (n = 210,000);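 active = signal enhancement of 30% or more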;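 also: luminescence tracks abundance of the self-degrading MDM2-luciferase fusion protein; higher signal means inhibition of MDM2 E3 ligase activity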
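Assay system: stable mammalian line carrying autodegrading MDM2–luciferase fusion reporter; Input: 2000 cells in each well; Compound dosing: single-point 5 µM; Schedule: 2 h compound exposure at 37 °C; Signal: SteadyLite luciferase luminescence after 15 min room-temperature reagent incubation; Evaluation: % luminescence enhancement versus blank-corrected plate control mean; Benchmarks: plate controls and plate blanks.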
Ba/F3 V617F tox – reduced viability of JAK2V617F-dependent Ba/F3 cells, primary screen, JAK2V617F inhibitor project, cell-based, Ba/F3 EpoR-JAK2V617F, luminescence; ATP luminescence; inhibition, % at 5.6 µM; actives 1.1% (n = 220,000); AID 1446, 2008;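 active = inhibition above the campaign mean plus 3 SD over all tested compounds, cut at about 24% in these data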;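 also: cytokine-independent growth of Ba/F3 cells driven by EpoR plus mutant JAK2; 0% = DMSO-treated cells and 100% = JAK inhibitor I control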
S1P4 agonist – S1P4 receptor agonists, primary screen, cell-based; Sphingosine 1-phosphate receptor 4 (Homo sapiens), O95977; S1P4-expressing cell line, agonist reporter assay; activation, % at 4.98 µM; actives 0.35% (n = 220,000); AID 1509, 2009; in the data active = activation above about 11%;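 also: 0% = DMSO vehicle and 100% = reference agonist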
* marks the source's active call; other numbers are inactive results; x = not tested or not shown; [ ] = remark or other dose.

SMILES	PERK inhibitor	eIF4E-4G inh	NPY2 pot ag	S1P4 antagonist	Wee1 degr inh	BaF3 tox	MDM2 E3 inh	Ba/F3 V617F tox	S1P4 agonist
O=C(C(=O)N1CCOCC1)c1cn(CCOc2ccccc2)c2ccccc12	-0.1	-3.4	2.4	-8.7	1.2	5.0	-13.6	4.2	-1.8
COc1ccc(CCN2CNc3c(c(=O)n(C)c(=O)n3C)C2)cc1OC	0.6	-2.6	-5.6	-5.9	7.9	8.2	14.3	4.1	-3.0
CCC(=O)NC(=S)Nc1ccc(-c2nc3ccccc3s2)cc1	1.6	-18.1	1.1	-13.7	0.5	-2.1	-3.0	1.2	0.8
O=C(NCc1ccco1)/C(=C/c1cccc(C(F)(F)F)c1)c1nc2ccccc2[nH]1	-0.3	2.9	-1.5	-2.7	-2.4	5.7	0.3	-4.3	0.7
Cc1ccc2[nH]c(=O)c(CN(Cc3ccccc3)C(=S)NCCCN(C)C)cc2c1	-0.4	3.0	-28.8	-16.3	6.7	1.2	-15.7	-2.9	-0.8
CCCN(C(=O)Cc1nc(N)n[nH]1)C1(C(=O)Nc2ccccc2C)CCCCC1	0.9	1.1[fluorescence artefact?]	7.1	2.8	5.7	-0.6	1.9	2.3	-0.8
Cc1ccc(SCc2[nH]nc3c2C2(C(=O)Nc4ccc([N+](=O)[O-])cc42)C(C#N)=C(N)O3)cc1 (centres undefined)	0.1	8.6	23.0	10.5	0.4	-1.4	-13.7	-0.2	-1.6
CCc1ccc(NC(=O)CCc2nc3cccnc3n2Cc2ccc(OC)cc2)cc1	-0.9	-53.6	6.9	-4.0	0.4	6.0	-16.4	-1.6	-4.0
O=C(CNC(=O)c1ccccc1F)OCc1nc2ccccc2s1	1.4	2.8	-10.5	-4.8	2.4	4.7	-21.1	-0.1	-3.0
Cc1ccc(NC(=O)C(C)N2C(=O)C3CC=C(Cl)CC3C2=O)cc1 (centres undefined)	1.2	0.7	1.2	-9.8	0.4	6.2	-17.6	0.0	2.4
O=C(O)c1ccc(CSc2n[nH]c(-c3ccco3)n2)cc1	0.8	-0.7[fluorescence artefact?]	15.9	-7.2	-2.0	6.4	-12.8	-3.1	0.6
Cc1cc(C(=O)CCl)c(C)n1-c1ccon1	-0.1	-3.0	2.6	-7.9	-0.9	12.6	-7.0	3.6	-0.5
O=C1CCCc2[nH]c(-c3ccccc3)nc21	0.0	-1.2	5.8	-20.4	0.9	2.1	-4.9	-1.1	1.0
COc1ccc(C(c2nnnn2C2CCCCC2)N2CCN(c3ccccc3F)CC2)cc1 (centres undefined)	-0.1	-1.4	-18.0	-20.1	-0.5	1.1	9.6	0.4	0.1
COC(=O)c1sc(=S)n(Cc2ccccc2)c1C	-0.1	-0.4	-16.7	1.8	5.4	-3.0	-2.7	7.0	-0.3
CC(C)[C@H](NC(=O)c1ccccc1Cl)C(=O)OCc1cc([N+](=O)[O-])cc2c1OCOC2	-0.1	4.2	-9.8	-3.8	1.1	0.1	-7.5	-3.5	2.9
Cc1ccc(-c2nc(SCC(=O)Nc3cc(S(=O)(=O)N4CCCCC4)ccc3Cl)n[nH]2)cc1	0.4	3.8	13.9	-1.5	3.9	3.5	-10.9	-2.1	-0.9
COc1ccc(-c2nn(-c3ccccc3)cc2CNC(=O)c2cccc([N+](=O)[O-])c2)cc1	0.1	4.2	9.9	18.4	-1.5	-2.4	-18.6	0.7	-2.8
COc1ccc(NC(=O)CSc2ncnc3c2cnn3Cc2ccccc2)cc1OC	-1.4	1.7	-19.9	-10.4	-0.6	6.0	-9.0	3.4	3.7
O=S(=O)(N1CCCCC1)N1CCN(CC(O)COc2ccc3cc(Br)ccc3c2)CC1 (centres undefined)	0.7	-15.5	4.6	0.3	-3.2	-0.2	-16.8	-3.7	-1.3
COC(=O)c1ccc(NC(=O)COc2ccc(S(=O)(=O)NC(C)(C)C)cc2)cc1	0.4	1.0	5.3	-12.1	-3.1	-2.3	-3.0	-6.6	-0.1
CC1(C)C=C(c2ccc(C=O)s2)CC(C)(C)N1	0.7	x	-1.7	-21.2	-2.3	2.0	-9.1	0.1	-1.4
CC(=O)c1cn(C)c(=O)[nH]c1=O	-0.4	4.2	16.0	-10.9	-2.9	8.8	-8.6	-1.0	1.3
CCCCCn1c(=O)c(-c2nc3ccccc3[nH]2)c(O)c2ccccc21	-0.3	2.1	-24.9	-10.4	-0.2	11.9	1.5	1.8	-0.3
O=C(COC(=O)c1ccccn1)c1ccc(Br)cc1	-0.4	1.1	4.3	-14.6	-1.2	1.3	-1.3	2.7	0.9
Clc1ccc(CSc2nnc(NC3=NCCCCC3)s2)cc1	0.1	-3.0	-3.7	-11.2	2.3	3.1	-8.4	-4.6	-3.0
CCN1C(=O)C(CC(=O)NC2CCCCC2)N(CC)C1=O (centres undefined)	1.1	-6.5	15.4	0.4	-1.2	4.3	-9.0	0.4	-2.9
O=C(c1ccccc1)c1cc2ccccc2o1	1.0	12.9[fluorescence artefact?]	2.4	-15.0	0.8	2.8	-9.0	-2.5	0.0
CCCCNC(=O)/C(C#N)=C/c1ccc2c(c1)OCCO2	1.0	9.2	-2.8	-0.5	2.0	6.4	-15.5	-1.8	0.7
Clc1ccc(-c2noc(CN3CCCC3)n2)cc1	-0.2	1.8	-9.6	-6.2	-2.4	0.3	-12.0	-0.7	1.7
CN1C(=O)C(O)(CC(=O)c2ccc3c(c2)OCO3)c2ccccc21 (centres undefined)	1.2	-7.3[fluorescence artefact?]	-5.2	-9.5	-1.1	4.7	-5.9	-0.1	1.3
O=C(Nc1nnc(CCS(=O)(=O)c2ccc(Br)cc2)s1)c1ccc([N+](=O)[O-])cc1	1.7	-3.6	-4.8	0.0	-0.4	-0.4	-0.3	-2.7	-0.8
CCC(C)N1C(=O)C2C(C(=O)Nc3cccc(OC)c3)C3C=CC2(O3)C1C(=O)NC1CCCCC1C (centres undefined)	-0.6	-2.9	4.5	-14.8	-1.6	7.4	-8.6	0.3	4.6
Clc1ccc(CSc2ncnc3nc[nH]c23)cc1	-0.1	-19.7	-14.6	-8.5	-1.2	6.8	-3.5	4.9	0.6
Cc1ccc(S(=O)(=O)N(C)C)cc1NC(=S)N1CCCCC1CO (centres undefined)	1.5	3.5	13.9	-14.3	-0.2	1.7	-3.8	-1.9	2.3
COc1cc(/C=N/N=C(N)N)ccc1OCc1ccc(Cl)cc1	-0.2	-3.9	-21.1	-8.9	1.7	25.1	-28.1	35.4*	0.6
CC(Sc1n[nH]c(N)n1)c1nc2scc(-c3cccs3)c2c(=O)[nH]1 (centres undefined)	1.0	-1.6[fluorescence artefact?]	-10.3	3.9	-0.6	3.6	-18.7	-0.6	2.6
CC(C)(C)n1nc2c(c1NC(=O)c1ccccc1)CS(=O)(=O)C2	0.8	1.2	6.9	0.6	2.3	1.5	-11.5	-3.2	0.4
O=C(c1ccc(CS(=O)(=O)c2ccc(Br)cc2)o1)N1CCN(c2ccccn2)CC1	0.1	-0.2	10.3	-12.5	0.5	4.5	-0.8	-2.5	1.2
COc1cccc(Nc2ncc(C#N)c(N)n2)c1	0.0	-2.1	-10.3	5.2	0.4	-4.0	-11.1	-3.3	0.7

Seven consecutive entries from above:
SMILES	PERK inhibitor	eIF4E-4G inh	NPY2 pot ag	S1P4 antagonist	Wee1 degr inh	BaF3 tox	MDM2 E3 inh	Ba/F3 V617F tox	S1P4 agonist
COC(=O)c1ccc(NC(=O)COc2ccc(S(=O)(=O)NC(C)(C)C)cc2)cc1	0.4	1.0	5.3	-12.1	-3.1	-2.3	-3.0	-6.6	-0.1
CC1(C)C=C(c2ccc(C=O)s2)CC(C)(C)N1	0.7	x	-1.7	-21.2	-2.3	2.0	-9.1	0.1	-1.4
CC(=O)c1cn(C)c(=O)[nH]c1=O	-0.4	4.2	16.0	-10.9	-2.9	8.8	-8.6	-1.0	1.3
CCCCCn1c(=O)c(-c2nc3ccccc3[nH]2)c(O)c2ccccc21	-0.3	2.1	-24.9	-10.4	-0.2	11.9	1.5	1.8	-0.3
O=C(COC(=O)c1ccccn1)c1ccc(Br)cc1	-0.4	1.1	4.3	-14.6	-1.2	1.3	-1.3	2.7	0.9
Clc1ccc(CSc2nnc(NC3=NCCCCC3)s2)cc1	0.1	-3.0	-3.7	-11.2	2.3	3.1	-8.4	-4.6	-3.0
CCN1C(=O)C(CC(=O)NC2CCCCC2)N(CC)C1=O (centres undefined)	1.1	-6.5	15.4	0.4	-1.2	4.3	-9.0	0.4	-2.9

Carrying on:
SMILES	PERK inhibitor	eIF4E-4G inh	NPY2 pot ag	S1P4 antagonist	Wee1 degr inh	BaF3 tox	MDM2 E3 inh	Ba/F3 V617F tox	S1P4 agonist
O=C(Nc1ccc(NC(=O)c2ccco2)c(Cl)c1)c1ccc2c(c1)OCCO2	0.3	4.1	-20.2	-13.8	4.3	-5.0	x	1.6	-0.9
CCOc1ccc(N=C(NN)c2ccc3ccccc3n2)cc1	-0.5	0.5	-19.6	-17.5	3.6	3.8	-40.8	-3.0	2.5
C=CCc1cc(Cl)ccc1OCCOCCNC(C)(C)C	-0.8	0.3	-6.0	0.4	-0.7	15.5	-5.6	2.2	-0.6
O=C(COC(=O)CNC(=O)c1ccccc1F)Nc1cccc(S(=O)(=O)N2CCCCCC2)c1	1.1	-0.9	10.0	-1.9	-1.6	5.1	-18.8	-3.5	1.7
COc1ccc(CNC(=O)C2CSC(c3ccc(OC)cc3)N2C(C)=O)cc1 (centres undefined)	0.5	-2.9	1.4	-19.6	0.7	7.0	-11.8	-2.0	-0.3
CC(=O)Oc1cccc(N2C(=O)c3ccccc3C2=O)c1	0.9	-17.5	9.7	-4.5	0.9	8.8	-10.2	2.8	1.4
Cc1cc(-c2nn3c(C)nnc3s2)ccc1NC(=O)C(C)(C)C	1.4	x	-3.8	0.2	-0.9	5.6	x	4.4	-0.6
COc1ccc(CCN=Cc2ccccc2O)cc1OC	-0.2	-2.1	-5.3	-8.4	-3.0	0.7	-23.4	-0.4	1.3
O=C(N/C(=C/c1ccc2c(c1)OCO2)C(=O)N1CCOCC1)c1cccs1	-0.6	3.2	-6.2	0.6	-2.1	1.6	0.9	-1.5	0.0
